High-throughput results as filed in PubChem.
LGR2 inh: inhibitors of bursicon-induced Drosophila LGR2 receptor cAMP signaling. 380,000 tested, 0.35% active. AID 720647. inhibition, % at 9.99 µM. HEK293 LGR2, CRE-luciferase, bursicon-stimulated, 4 h;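 active = drop in luminescence signal, shown as inhibition above about 50% in the replicate tests, limit read from the data, passing the limit was not always enough; inconclusive = probably only some replicates passing the limit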;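 note: agonist challenge used bursicon conditioned medium at about half maximal strength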
PAX8 inh HTS: PAX8 transcriptional activity inhibition; inhibition, % at 12.6 µM; RMG-I TPO-luciferase reporter, SteadyGlo, 24 h; 360,000 tested, 1.2% active;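 active = mean replicate inhibition at least 60% with every replicate also reaching 60%; inconclusive = only one of the two criteria is met; inactive = mean below 60% and not all replicates reaching 60%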;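 note: luciferase light reporting Pax8 driven TPO promoter activity; plate controls were median of neutral control wells for no effect and mitoxantrone controls for full effect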
FN deposit inh: fibronectin deposition inhibition; 350,000 tested, 0.086% active; inhibition, % at 12.6 µM; AH1F fibroblasts, Alexa488-fibronectin deposition fluorescence, overnight;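 active = mean inhibition across replicates of 30% or more, regardless of how many single replicates reach that level; inconclusive = mean under 30% yet at least half of replicates reach 30%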;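 note: positive control wells lacked labelled fibronectin entirely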
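Material: AH1F fibroblast monolayer depositing Alexa488-labelled fibronectin into matrix | Input: 10000 AH1F cells/well | Medium: DMEM plus 2% serum, read in PBS | Reagent: Alexa488-fibronectin, 24 nM final in well | Compound dosing: One dose per compound, pinned | Schedule: 1 h adhesion, overnight exposure | Measured by: Fluorescence at 485 nm excitation, 525 nm emission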
An asterisk follows results filed as active; ? = inconclusive.

The line under a structure holds: LGR2 inh, PAX8 inh HTS, FN deposit inh
COC(=O)N/N=C/c1ccc(-c2cc(Cl)ccc2Cl)o1
 : 5, 7, -2
CC(=O)NS(=O)(=O)c1ccc(NC(=O)CN2C(=O)C3C4C=CC(C4)C3C2=O)cc1 (configuration not stated)
 : 11, -12, 7
N#C/C(=N\O)c1nc2ccccc2[nH]1
 : -8, 12, -2
CCOP(=O)(OCC)c1nc(-c2cccc3ccccc23)oc1N1CCOCC1
 : 5, -2, 10
CCN1CN(CCc2ccccc2)CNC1=S
 : 17, -7, 1
Cc1ccc(C)c(NC(=O)CCC(=O)NNC(=O)c2cccs2)c1
 : 29, 4, 8
Cc1ccc(-c2nnc3ccc(SCC(=O)N4CCCc5ccccc54)nn23)cc1
 : 10, 7, 3
O=C(CCN1C(=O)C2CCCCC2C1=O)NNC(=O)c1cccc(Cl)c1 (configuration not stated)
 : -4, 2, 0
O=C(CCc1nc2ccccc2c(=O)[nH]1)OCc1ccc(Cl)cc1Cl
 : -3, -10, 3
COc1nccnc1NS(=O)(=O)c1ccc(NC(=S)NC(=O)/C=C/c2ccccc2)cc1
 : -1, -17, 4
O=C(CN1CCN(S(=O)(=O)c2ccc(Br)cc2)CC1)N/N=C/c1cc([N+](=O)[O-])ccc1Cl
 : 2, 5, 5
Cc1c(NC(=O)C(=O)/C=C(\O)c2ccc(Br)cc2)c(=O)n(-c2ccccc2)n1C
 : 7, 5, 1
Cc1c(NC(=O)/C(=C/c2cccs2)c2cccs2)c(=O)n(-c2ccccc2)n1C
 : -18, 24, -1
C/C(=N\NC(=O)c1cc(-c2cccc([N+](=O)[O-])c2)n[nH]1)c1ccccc1O
 : -10, 11, 4
COc1ccc(OCC(=O)N2N=C(C(F)F)CC2(O)C(F)F)cc1 (configuration not stated)
 : -9, 10, 3
CC(C)(C)c1ccc(CS(=O)CC(O)CO)cc1 (configuration not stated)
 : 9, -1, 4
COc1cccc(CNC(=O)Cc2nc3nc(C)cc(C)n3n2)c1
 : 7, 3, 1
O=C(CCNC(=O)c1ccc(Cl)cc1)Nc1c(F)c(F)cc(F)c1F
 : -6, 5, -7
Cc1ccc(S(=O)(=O)c2ccc(Cl)cc2)cc1S(=O)(=O)NC(C)C(=O)O (configuration not stated)
 : -4, 10, 7
S=c1[nH]nc(-c2ccncc2)n1/N=C/c1ccccc1
 : -3, -18, -1

4 records picked at random from the list so far, as already listed:
The line under a structure holds: LGR2 inh, PAX8 inh HTS, FN deposit inh
CC(=O)NS(=O)(=O)c1ccc(NC(=O)CN2C(=O)C3C4C=CC(C4)C3C2=O)cc1 (configuration not stated)
 : 11, -12, 7
COc1ccc(OCC(=O)N2N=C(C(F)F)CC2(O)C(F)F)cc1 (configuration not stated)
 : -9, 10, 3
CC(C)(C)c1ccc(CS(=O)CC(O)CO)cc1 (configuration not stated)
 : 9, -1, 4
Cc1ccc(-c2nnc3ccc(SCC(=O)N4CCCc5ccccc54)nn23)cc1
 : 10, 7, 3

Back to the main list; the two compounds before the break are reprinted first.
The line under a structure holds: LGR2 inh, PAX8 inh HTS, FN deposit inh
Cc1ccc(S(=O)(=O)c2ccc(Cl)cc2)cc1S(=O)(=O)NC(C)C(=O)O (configuration not stated)
 : -4, 10, 7
S=c1[nH]nc(-c2ccncc2)n1/N=C/c1ccccc1
 : -3, -18, -1
O=C(Nc1cccc(O)c1)c1cc2nc(-c3ccccc3)cc(-c3ccccc3)n2n1
 : -3, 7, 2
COc1cc(/C=N/NC(=O)C(=O)NCC2CCCO2)ccc1O (configuration not stated)
 : -16, -5, 7
COCCOc1ccc(C(F)(F)F)cc1NC(=O)c1ccccc1
 : 5, 6, 0
C=CCn1c(SCc2cc(=O)n3cc(C)ccc3n2)nnc1-c1cccc(C)c1
 : -9, 6, 1
CC1(CCc2ccccc2)NC(=S)N(c2ccc(Cl)cc2)N1 (configuration not stated)
 : -23, 21, -5
COc1ccc(-c2csc(NC(=O)C3CC(=O)N(c4ccc5c(c4)OCCO5)C3)n2)cc1 (configuration not stated)
 : 24, -13, -5
O=C(Nc1cc(S(=O)(=O)N2CCCC2)ccc1OCC(F)(F)F)c1ccccc1F
 : 7, 4, 7
O=S(=O)(/N=C(/Nc1ccccc1)C(F)(F)F)c1ccccc1
 : 16, 9, 2
CCCCCC(=O)c1c(C)[nH]c(C(=O)OCC)c1C
 : -23, -28, 4
CCOC(=O)c1cc(-c2ccccc2)sc1NC(=O)CSc1nncs1
 : -8, -35, -11
Cc1ccc(OCC(=O)NNC(=O)C(=O)NC(C)(C)C)cc1
 : -2, 5, 16
Cc1nc2ccccn2c1C(=O)NNS(=O)(=O)c1ccc(C(C)(C)C)cc1
 : -2, 24, -12
Cc1ccc(C(=O)NCCc2nc3ccccc3[nH]2)cc1[N+](=O)[O-]
 : -4, 1, -2
COc1ccccc1NC(=O)c1ccc(NC(=O)COC(=O)C2(C)CC2(Cl)Cl)cc1 (configuration not stated)
 : 1, -1, -2
CN1C(=O)c2ccccc2C(C(=O)O)C1c1cccc(Cl)c1 (configuration not stated)
 : -9, -7, -1
Cc1cc(F)ccc1S(=O)(=O)N1CCCOC1CNC(=O)C(=O)NCCc1c[nH]c2ccccc12 (configuration not stated)
 : 22, 14, -12
CC(OC(=O)c1ccc2ncsc2c1)C(=O)Nc1ncc(Cl)cc1Cl (configuration not stated)
 : 34, 5, 0
C/C(=N\NC(=O)CC#N)c1cc2ccccc2oc1=O
 : 6, 0, -3
CCCC[n+]1ccc(-c2nc3ccc([N+](=O)[O-])cc3[nH]2)cc1
 : 8, -67, -4
CCOC(=O)N1CCN(C(=S)NC(=O)c2cncc(Br)c2)CC1
 : -11, 1, -3
Cc1c(C)n(CCC#N)c2ccc(Cl)cc12
 : -5, -12, 1
COc1cc(/C=N/N=C2/NC(=O)C(CC(=O)O)S2)ccc1OCc1ccc(Cl)cc1 (configuration not stated)
 : -10, -204, 1
O=C(NN1CCOCC1)C12CC3CC(CC(C3)C1)C2
 : 20, 8, -8
CCCOc1ccc(/C=C2\SC(=S)N(CC3CCCO3)C2=O)cc1 (configuration not stated)
 : 3, 13, -3
O=[N+]([O-])c1ccc(/C=N/NC(=S)Nc2ccccc2C(F)(F)F)o1
 : -22, 7, -5
CC1(NC(=S)N(CCO)CCO)CCS(=O)(=O)C1 (configuration not stated)
 : 8, -3, 4
COCCn1c(C)cc(C(=O)COC(=O)c2ccc[nH]c2=O)c1C
 : 21, -41, 2
CC(=O)/C(=C/c1ccc(N(C)C)cc1)C(=O)c1ccccc1
 : 6, 1, 6
Cc1nn(C)c(C(=O)Nc2ccc(Br)cc2F)c1Br
 : -3, 4, 10
Cc1cccc(-n2nc3c([n+]2[O-])CCc2nonc2-3)c1C
 : -2, 2, 5
CC1(C)NC(=O)N(CC(=O)OCC(=O)Nc2cc(S(=O)(=O)N3CCCCC3)ccc2Cl)C1=O
 : -9, -13, 0
O=C(/C=C/c1ccccc1)NCCSCc1ccccc1
 : -17, -11, -1
CC(/C=C/c1ccc(OCc2ccccc2)cc1)=N\O
 : -58, -63, -7
Cc1cccn2c1nc(=S)n2C(=O)c1ccco1
 : -128, -198, 5
CC(C)NC(=O)NC(=O)CSc1ccccc1F
 : ?, -8, 5
Cc1cc(C)c(C(=O)CSc2nc(C)cc(C)c2C(N)=O)c(C)c1
 : -19, -17, -1
CCC(CC)=C(C#N)C(=O)NC1CCCCC1
 : -16, -25, -1
COc1cc(-c2cc(C(=O)Nc3nc4ccccc4s3)c3ccccc3n2)cc(OC)c1OC
 : -4, 4, 6
COc1ccc(OCC#CCN2CC(C)OC(C)C2)cc1 (configuration not stated)
 : 7, -6, 1
Cc1nn(-c2ccccc2)c(N2CCCC2)c1/C=N/NC(=O)c1ccccc1O
 : 12, -2, 13
Cc1ccc(-c2nn(-c3ccccc3)cc2C2CC(c3cccs3)=NN2C(=O)CCC(=O)O)cc1 (configuration not stated)
 : -18, 20, 5
CCOc1ccc(NC(=O)c2ccc(NC(=O)c3cn4c5c(c(N6CCN(C)CC6)c(F)cc5c3=O)OCC4C)cc2)cc1 (configuration not stated)
 : 3, -7, 10
Cc1cccc(OCCNC(=S)NC(=O)c2cccnc2)c1
 : 11, 2, -2
CC(C)c1ccc(S(=O)(=O)c2cc3cc(Br)ccc3oc2=O)cc1
 : -2, -4, 10
O=C(CCN1C(=O)c2cccc3cccc(c23)C1=O)N1CCN(c2ccccc2F)CC1
 : 12, 7, -21
Cc1cccc(OCCNc2ccc(C(F)(F)F)cc2[N+](=O)[O-])c1
 : -55, 3, -1
O=C(CN1C(=O)NC2(CCCCC2)C1=O)Nc1ccc(N2CCOCC2)cc1
 : 6, 6, -2
O=C(CSc1nnc(Nc2ccccc2F)s1)c1cc2ccccc2o1
 : 1, -14, 4
Cc1nc(NC(=O)C(Cl)Cl)sc1C(=O)N(C)C
 : -13, 1, 5
O=C(CSc1nc2ccccc2[nH]1)Nc1nc(-c2ccc(Br)cc2)cs1
 : -21, -15, 3
COc1ccc(-c2csc(-c3cc4ccccc4oc3=N)n2)cc1
 : -9, 6, 9
O=C(CCCCCNC(=O)c1ccccc1)N/N=C/c1ccccc1O
 : 2, -26, 5
COc1ccc(N2CCN(C(=O)c3c(C)nn(-c4ccccc4)c3C)CC2)cc1
 : 10, 23, 6
O=S(=O)(NCC(c1ccco1)N1CCN(c2ccc(F)cc2)CC1)c1ccc2c(c1)OCCO2 (configuration not stated)
 : 14, 10, -2
O=C(CNC(=O)c1ccccc1F)N/N=C/c1cc(Br)ccc1OC(=O)/C=C/c1ccco1
 : 25, 36, 12
CC(=O)Nc1ccc(OCC(O)CN2C(C)CCCC2C)cc1 (configuration not stated)
 : -6, -8, 2
CSc1nnc(C)c(=O)n1COC(=O)c1ccc(S(=O)(=O)N2CCCC2)cc1
 : 4, 10, 4
Cc1ccc(SCCC(=O)N/N=C/c2ccccc2O)cc1
 : 4, 2, 5
CC(=O)N/C(=C\c1ccc(F)cc1)C(=O)N(C)C
 : 6, -8, 3
Cc1no[n+]([O-])c1COc1cccc(/C=C2\N=C(c3ccccc3)OC2=O)c1
 : 6, -15, -4

Additional compounds:
The line under a structure holds: LGR2 inh, PAX8 inh HTS, FN deposit inh
CN1CCN(NC(=O)c2cc(S(=O)(=O)N3CCOCC3)c(Cl)cc2Cl)CC1
 : 7, 5, 2
Cn1c(SCC(=O)N2CCc3ccccc32)nnc1-c1ccc(S(=O)(=O)N2CCCC2)cc1
 : 6, 12, -9
Cc1cccc(C(=O)N/N=C/C(C)Cc2ccc3c(c2)OCO3)c1 (configuration not stated)
 : -18, -24, -1
COc1ccc(NC(=O)CSc2ccc(NC(C)=O)cc2)cc1S(=O)(=O)N1CCCCC1
 : 9, 2, -4
Oc1ccc(-c2csc(-c3c[nH]c4ccccc34)n2)c(O)c1
 : -74, -82, 17
CCc1ccc(OCC(=O)O/N=C(\N)Cc2ccc([N+](=O)[O-])cc2)cc1
 : -17, 0, -2
CC12CCC(C(N)=O)(C1Br)C2(C)C (configuration not stated)
 : 11, 8, -6
O=C(COC(=O)CCSc1ccc(Cl)cc1)NCc1ccccc1Cl
 : -2, -35, 2
N#Cc1ccc(C(=O)Nc2cc(S(=O)(=O)Nc3ccc(Cl)cc3)ccc2N2CCCCC2)cc1
 : 16, 5, 2
CCN(CC)C(=O)Oc1ccc2cc(Br)ccc2c1
 : -11, -74, -5
COc1c(OC(C)=O)ccc(/C=C/c2ccc3cccc(OCc4ccccc4)c3n2)c1[N+](=O)[O-]
 : -85, -89, 1
O=C(Cc1coc2ccc3ccccc3c12)NCc1cccs1
 : -14, 12, -1
CN(C(=O)COC(=O)c1cc(Br)c(Br)s1)C1CCS(=O)(=O)C1 (configuration not stated)
 : -3, -17, -5
COc1ccc(/C=N/Nc2ncnc3sc4c(c23)CCCC4)cc1OC
 : 14, -7, -3
C=CCn1c(SCC(=O)c2[nH]c(C)c(C(=O)OCC)c2C)nc2scc(-c3ccc(OC)c(OC)c3)c2c1=O
 : -2, 22, 1
N/C(=N\OC(=O)CCC1CCCC1)c1ccccn1
 : -33, -207, 0
O=[N+]([O-])c1ccc(NCCCNS(=O)(=O)c2ccccc2)c(Cl)c1
 : 13, -15, 9
CCOc1cc(/C=C2\C(=O)ON=C2C)ccc1OCc1ccccc1
 : -7, -18, 0
CCOC(=O)c1c(NC(=O)c2cnn3c2NC(c2cccc(OC)c2)CC3C(F)(F)F)sc2c1CCCC2 (configuration not stated)
 : 18, -8, -13
O=c1c2ccc(Cl)cc2[nH]c(=S)n1CCC1=CCCCC1
 : 4, -8, -2
Cc1ccccc1NC(=S)N(CCCN1CCOCC1)Cc1cccs1
 : 10, -8, -5
O=S(=O)(CCc1nc2ccccc2[nH]1)c1ccc(Br)cc1
 : -9, 12, 3
Cc1nn(Cc2ccc(Cl)cc2)c(Cl)c1/C=N/NC(=O)CNc1ccccc1F
 : -12, -24, -10
CC(C)c1c(O)cc(-c2ccncc2)n(-c2ccc(Cl)cc2)c1=O
 : 15, 6, 0
COc1ccc(/C=C2\N=C(C)N(c3ccc(C(=O)O)cc3)C2=O)cc1OC
 : -7, 8, 0
Cc1cc(-c2csc(N)n2)c(C)n1-c1ccccc1
 : 6, -7, 4
O=C1NC2(CCCCCC2)Oc2ccccc21
 : -4, -2, -2
COCCn1c(=NC(=O)c2cc(-c3cccs3)nc3ccccc23)sc2cc(S(N)(=O)=O)ccc21
 : -17, 7, 11
CC(=O)N1CCN(C(=S)NCc2ccccc2)CC1
 : 9, 15, -10

These rows are one share of the data; count on the stated rates, not on these rows.
